APE1 inh: qHTS Assay for Inhibitors of the Human Apurinic/apyrimidinic Endonuclease 1 (APE1) | DNA repair nuclease/redox regulator APEX1 (Homo sapiens), P27695 | hit rate 0.35% among 350,000 | recombinant APE1, TAMRA/BHQ-2 abasic DNA cleavage fluorescence | AID 2517, 2012 | Potency, µM (highest dose often 65.8 µM), for the others: at the top dose activity change, negative = inhibition, most hits filed as inhibitors;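 further: potency means the concentration at half of the fitted maximal effect; plate controls were vehicle for no effect and reference inhibitor for full effect; nearly all actives have a fitted effect of over 55% in size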
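Compound pre-exposure to 0.75 nM APE1, 15 min at ambient temperature. Reaction initiated with 50 nM TAMRA/BHQ-2 THF substrate, read immediately in kinetic mode, 525 nm excitation, 598 nm emission.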
Pol eta inh: qHTS for Inhibitors of Polymerase Eta | hit rate 1.2% among 390,000 | AID 588591, 2011 | Potency, µM (highest dose often 114 µM), for the others: at the top dose activity change, negative = inhibition, most hits filed as inhibitors | DNA polymerase eta (Homo sapiens), Q9Y253 | recombinant Pol eta, fluorescent DNA replication assay; further: potency means the concentration at half of the fitted maximal effect; on the % scale 0 is the no-effect control and ±100 the full control effect
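Fluorescent replication assay: 50 nM final substrate added after a 15 min room-temperature compound preincubation with 10 nM enzyme. Signal taken at 0 min and again at 10 min.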
ERG-DNA inh: qHTS for Small Molecule Inhibitors of the ERG Ets/DNA interaction. Transcriptional regulator ERG (Homo sapiens), P11308. fluorescence polarization, His-ERG Ets domain / labelled DNA. Potency, µM (highest dose often 76.9 µM), for the others: top-dose FP activity, negative = inhibition, hits mostly inhibitors. hit rate 0.028% among 370,000. AID 624246, 2012; active means well fitted inhibition curve with a large enough effect in the polarisation, with a control signal flat; inconclusive means small, poorly fitted or top-dose-only effect, or effect the other way, or a change in a side signal; inactive means no such curve, though single readings can be large or run the other way; the % refers to the polarisation;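 further: polarization taken with two DNA probes labelled with fluorescein and Texas red; potency means the concentration at half of the fitted maximal effect; % of control where 0% means no effect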
Target sequence (P11308 whole entry, looked up, the tested form may be a part): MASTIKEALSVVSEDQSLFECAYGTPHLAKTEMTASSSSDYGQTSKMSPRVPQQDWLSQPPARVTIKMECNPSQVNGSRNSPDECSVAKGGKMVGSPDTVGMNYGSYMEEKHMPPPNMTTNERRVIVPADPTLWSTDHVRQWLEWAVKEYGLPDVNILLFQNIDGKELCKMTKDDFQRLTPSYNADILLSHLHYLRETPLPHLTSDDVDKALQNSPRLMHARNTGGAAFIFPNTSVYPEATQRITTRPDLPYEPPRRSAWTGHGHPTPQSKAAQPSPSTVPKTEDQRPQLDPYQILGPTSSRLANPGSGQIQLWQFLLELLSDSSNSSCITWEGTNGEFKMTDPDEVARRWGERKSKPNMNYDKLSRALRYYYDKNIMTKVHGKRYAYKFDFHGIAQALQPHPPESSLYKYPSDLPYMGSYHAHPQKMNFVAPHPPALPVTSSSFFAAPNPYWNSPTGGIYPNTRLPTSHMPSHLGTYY
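His-tagged ERG Ets domain (1 uM in the protein solution; 300mM KCl, 50mM Tris-HCl, 1mM EDTA, 1mM DTT, pH 7.5) received compound, then a probe mix of 5 nM fluorescein-DNA and 100nM Texas-615-DNA. Fluorescence polarization was read for both dyes.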
ALOX12 inh: Primary qHTS assay for inhibitors of human arachidonate 12S-lipoxygenase (ALOX12): Round 2; Polyunsaturated fatty acid lipoxygenase ALOX12 (Homo sapiens), P18054; purified 12hLO, xylenol orange hydroperoxide absorbance; Potency, µM (top dose mostly 108 µM), for the others: at the highest dose activity change, negative = inhibition, usual class: inhibitors; hit rate 1.1% among 580,000; further: potency means the concentration at half of the fitted maximal effect; on the % scale 0 is the no-effect control and ±100 the full control effect
Target sequence (P18054 whole entry, looked up): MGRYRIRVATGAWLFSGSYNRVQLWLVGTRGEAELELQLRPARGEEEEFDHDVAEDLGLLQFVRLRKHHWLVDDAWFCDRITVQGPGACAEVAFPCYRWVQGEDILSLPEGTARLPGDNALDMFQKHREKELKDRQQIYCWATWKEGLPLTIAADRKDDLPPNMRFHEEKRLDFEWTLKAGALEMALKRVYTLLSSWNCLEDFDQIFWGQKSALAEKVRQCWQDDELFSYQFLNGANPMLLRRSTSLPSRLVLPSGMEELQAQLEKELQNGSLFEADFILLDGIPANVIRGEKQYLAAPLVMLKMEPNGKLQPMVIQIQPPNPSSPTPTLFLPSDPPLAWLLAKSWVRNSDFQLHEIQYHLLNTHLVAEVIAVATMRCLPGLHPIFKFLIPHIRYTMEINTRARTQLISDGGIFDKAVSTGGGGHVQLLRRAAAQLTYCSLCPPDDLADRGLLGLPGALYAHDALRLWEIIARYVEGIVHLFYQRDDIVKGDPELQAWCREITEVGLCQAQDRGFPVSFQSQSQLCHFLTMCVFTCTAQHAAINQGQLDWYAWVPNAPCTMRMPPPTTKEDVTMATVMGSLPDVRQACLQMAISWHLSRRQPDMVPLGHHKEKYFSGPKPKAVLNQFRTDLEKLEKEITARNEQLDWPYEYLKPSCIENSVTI
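Purified human 12hLO (150 nM final) in 25 mM Hepes, 0.01% Triton X-100, pH 7.0 was preincubated 15 min at room temperature with compound. Then 40 uM arachidonic acid was added, 30 min. Hydroperoxide was read by Fe-XO absorbance ratio 573/405 nm.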
Anesthetic bind: qHTS Assay for Identification of Novel General Anesthetics | Ferritin light chain (Equus caballus), P02791 | apoferritin/1-aminoanthracene competitive binding, fluorescence | Potency, µM (highest dose often 77.5 µM), for inactives: at the top dose activity change, negative = displacement, most hits filed as inhibitors | hit rate 0.074% among 350,000 | AID 485281, 2010; further: potency means the concentration at half of the fitted maximal effect; on the % scale 0 is the no-effect control and ±100 the full control effect; nearly all actives have a fitted effect of over 20% in size
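Apoferritin-based anesthetic binding model; compound displacement of fluorescent 1-AMA measured as endpoint fluorescence after 10 minutes at room temperature, scaled to free-ligand and complex controls.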
Pol beta inh: qHTS Assay for Inhibitors of DNA Polymerase Beta; hit rate 1.3% among 340,000; Pol beta primer extension/strand displacement, fluorescence kinetic; P06746; Potency, µM (series often up to 114 µM), inactives show at the top dose activity change, negative = inhibition, usual class: inhibitors; further: potency means the concentration at half of the fitted maximal effect; on the % scale 0 is the no-effect control and ±100 the full control effect
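Pol beta (10 nM) and compounds were preincubated 15 min at room temperature, then 50 nM substrate (final) started primer extension/strand displacement. Reads were taken at 0 and 10 min; concentration-response data were fitted to a four-parameter Hill equation.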
POLK inh: qHTS for Inhibitors of Polymerase Kappa. Potency, µM (top dose mostly 107 µM), inactives show at the highest dose activity, negative = inhibition, hits mostly inhibitors. DNA polymerase kappa (Homo sapiens), Q9UBT6. AID 588579, 2011. hit rate 0.53% among 400,000. purified Pol kappa, fluorescent DNA synthesis assay, 10 min; further: potency means the concentration at half of the fitted maximal effect; on the % scale 0 is the no-effect control and ±100 the full control effect
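10 nM Pol kappa was preincubated with compounds for 15 min at room temperature. Reaction started with 50 nM (final) substrate. Fluorescence read kinetically at 0 and 10 min.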
LDHA block: qHTS assay for inhibitors of human lactate dehydrogenase; L-lactate dehydrogenase A chain (Homo sapiens), P00338; purified LDHA, NADH/diaphorase-resazurin fluorescence; active compounds read low; activity change, % (values are at about 110 or 230 µM); hit rate 0.15% among 480,000; AID 1347041, 2019; in the data active means activity change below about -30%; inconclusive means mostly about -25% to -30%;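 further: plate controls were DMSO wells for no effect and wells without enzyme for full effect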
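Enzyme activity of human lactate dehydrogenase 5 (2 nM; 0.06 mM NADH, 0.2 mM pyruvate, 5 min, RT) is measured via a resazurin/diaphorase fluorescence readout of residual NADH.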
RGS4 inhibitor: Inhibitors of Regulator of G Protein Signaling (RGS) 4: qHTS. Regulator of G-protein signaling 4 (Homo sapiens), P49798. hit rate 0.039% among 390,000. Potency, µM (doses to about 114 µM), inactives show top-dose activity change, negative = inhibition, actives largely listed as inhibitors. Transcreener GDP fluorescence polarization, RGS4-accelerated GTP hydrolysis. AID 504845, 2011; further: potency means the concentration at half of the fitted maximal effect; on the % scale 0 is the no-effect control and ±100 the full control effect; nearly all actives have a fitted effect of over 75% in size; some results filed as inactive show a strong effect at the top dose
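MLSMR compounds (23 nl, pin-transferred) preincubated 10 min at room temperature with a 500nM (2x) first reagent, then RGS4 at 900nM (2x) plus Transcreener GDP mix added; fluorescence polarization (620/688 nm) read before and after 90 min at 30 °C.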
The depositor's hits bear a star; ? = inconclusive; . = no result given; & = joins results of further samples; [ ] = another dose, or the depositor's remark. Unless noted, the call rests on the fitted dose curve; in most records, active means well fitted curve in the direction sought with a large enough effect; inconclusive means small, poorly fitted or top-dose-only effect, or another doubt; inactive means no such curve, though single readings can be large; an effect the other way counts as inactive or inconclusive. An excerpt (hit frequency here may not be typical).

SMILES	APE1 inh	Pol eta inh	ERG-DNA inh	ALOX12 inh	Anesthetic bind	Pol beta inh	POLK inh	LDHA block	RGS4 inhibitor
Cc1ccc(CCNC(=O)C2CCC(=O)N2Cc2ccc(F)cc2)cc1 (centres undefined)	7%	-16%	-2%	.	-2%	2%	-9%	-3	12%
CCc1cc(=O)oc2c3c(cc(OCC(=O)NCCCC(=O)O)c12)OC(C)(C)CC3	66%[activator]	-3%	-6%	-23%	17%	8%	-25%	-4	1%
Cc1noc(C)c1NC(=O)Nc1ccc2c(c1)C(=O)N([C@H](C)CO)C[C@H](C)[C@@H](CN(C)C(=O)Nc1ccc3c(c1)OCO3)O2	-15%	6%	3%	-5%	.	.	0%	7	20%
CC1(c2ccc(Cl)cc2)NC(=O)CS1 (centres undefined)	9%	1%	3%	1%	-11%	-10%	-5%	-8	10%
Cn1c(=O)c2cn(-c3ccc4c(c3)OCCO4)cc2n(C)c1=O	-4%	?	-4%	114%[activator]	-11%	-21%	-10%	-2	-31%
COc1cc(/C=N/Nc2nc(C)cc(=O)[nH]2)ccc1OC(=O)c1cccnc1	-2%	-8%	3%	-2%	-3%	11%	-7%	-1	-47%
Cc1nc(C)c(C(=O)NCc2ccccc2Cl)o1	8%	-10%	10%	1%	-10%	5%	0%	-3	?
CN(C)C(=O)c1c([N+](=O)[O-])c(C(C)(C)C)nn1C	0%	-18%	5%	-16%	1%	-10%	9%	-2	2%
Brc1ccc(NC2=Nc3ccccc3CC2)cc1	-1%	0%	-4%	0%	?	-9%	-8%	-7	-42%[56.9 µM]
O=C(NCCCn1ccnc1)c1cc(Br)c(Br)s1	-1%	-10%	7%	442%[activator]	-4%	-10%	-3%	-2	1%
Cc1nnc2sc(-c3ccc(NC(=O)c4ccc(-c5ccc(Cl)cc5Cl)o4)cc3)nn12	.	-19%	7%	.	.	.	-2%	-9	-193%
CC(C)(OC(=O)c1ccc(F)cc1)c1cc2ccccc2c(=O)o1	-17%	?	-5%	1%	.	.	-4%	-3	2%
COc1ccc(CCNC(=O)c2ccc3c(c2)nc2n3CCOC2)cc1OC	.	-11%	-6%	-22%	-4%	1%	-5%[60.1 µM]	6	-39%
COc1ccc(C(C)=O)c(OC(=O)c2ccc(OC)c(OC)c2)c1	-1%	-3%	-6%	-16%	3%	-1%	-4%	2	-36%
C#CCOCCOCCOCCNc1nc(N2CCN(C(=O)CCCCCCCCCCNC(=O)[C@H](CCCCN)n3cc(CCCC(=O)O)nn3)CC2)nc(N2CCN(C(=O)CCCCCCCCCCNC(=O)[C@@H]([C@H](C)O)n3cc(C)nn3)CC2)n1	8%	-17%	-8%	.	.	.	-14%	-2	-20%
O=Cc1c(NCCCN2CCCC2=O)c2ccccc2[nH]c1=O	8%	-20%	-18%	0%	-2%	26%	2%	3	?
O=C(N/N=C/c1cn(-c2ccccc2)nc1-c1cccs1)c1ccncc1	-4%	?	-9%	13%	-22%	7%	-4%	-3	-6%
O=C(Oc1ccc(OC(=O)c2ccco2)c(S(=O)(=O)c2ccc(Br)cc2)c1)c1ccco1	9%	-6%	-3%	.	-9%	31%	-5%	-3	-13%
O=C(CSc1ncccn1)Nc1ccc2[nH]c(=O)[nH]c2c1	19%	-22%	-1%	-20%	.	.	2%	-2	-7%
CCOc1ccc(C=NCC(O)c2ccccc2)cc1 (centres undefined)	29%	-6%	-5%	5%	-2%	39%	8%	-4	-1%
CCn1c(CC(=O)Nc2ccccc2F)nnc1SCC(=O)N1CCN(c2ccccc2)CC1	20%	-13%	-1%	47%[activator]	-17%	39%	-1%	-4	-7%
CO/N=C/C1CCN(c2ncc(C(F)(F)F)cc2Cl)C1=O (centres undefined)	1%	-2%	-7%	-11%	-12%	-1%	-3%	-6	2%
O=C(c1cccc(N2C(=O)C3CC=CCC3C2=O)c1)N1CCN(c2ccccc2)CC1 (centres undefined)	-9%	-20%	-3%	-19%	-22%	45µM*	-4%	1	4%
CS(=O)(=O)NN1C(=O)c2ccccc2NC1c1c[nH]c2ccccc12 (centres undefined)	1%	-9%	5%	-29%	12%	-12%	-12%	-1	6%
O=C(NC(=S)Nc1ccccc1F)C1CCCCC1	7%	.	.	?	?	5%	.	.	.

Looked up by structure from above:
SMILES	APE1 inh	Pol eta inh	ERG-DNA inh	ALOX12 inh	Anesthetic bind	Pol beta inh	POLK inh	LDHA block	RGS4 inhibitor
CCOc1ccc(C=NCC(O)c2ccccc2)cc1 (centres undefined)	29%	-6%	-5%	5%	-2%	39%	8%	-4	-1%
CN(C)C(=O)c1c([N+](=O)[O-])c(C(C)(C)C)nn1C	0%	-18%	5%	-16%	1%	-10%	9%	-2	2%

New compounds follow
SMILES	APE1 inh	Pol eta inh	ERG-DNA inh	ALOX12 inh	Anesthetic bind	Pol beta inh	POLK inh	LDHA block	RGS4 inhibitor
COc1ccc(Nc2ncnc3sccc23)cc1	42%	-1%	-14%	?	-6%	21%	-15%	-2	-5%
O=S1(=O)[C@H]2C[C@@H]3C=C[C@]2(CN1Cc1ccc(C(F)(F)F)cc1)O3	-9%	-15%	3%	12%	-12%	0%	0%	-1	6%
CCCCNC(=O)CSC1=Nc2ccccc2C2=NC(CCC(=O)NCc3ccccc3OC)C(=O)N12 (centres undefined)	.	-14%	2%	-19%	-5%	-18%	2%[60.1 µM]	7	4%
CC(C)(C)n1nnnc1C(c1cccs1)N1CCCC2(CCCCC2)C1 (centres undefined)	-2%	-16%	8%	-11%	-1%	28%	-7%	3	-16%
CCc1nnc(-n2nc(C)cc2-c2ccccc2)n1N	1%	-1%	2%	?	-7%	-9%	-20%	11	-6%
CS(=O)(=O)N(CC(=O)Nc1ccc(Br)cc1F)C1CCCCC1	-7%	-1%	37%[activator]	13%	-9%	8%	-1%	-10	-2%
COc1nnc(-c2ccc(N3CCCCC3)c(N)c2)c2ccccc12	.	0%	1%	?	.	.	-3%	1	-20%
Fc1ccccc1CSc1nnc2ccc(-c3ccncc3)nn12	-2%	-9%	10%	58%[activator]	-17%	20%	-12%	-4	28%[11.4 µM]
Cc1ccc(NC(=O)CN(C)CC(=O)Nc2ccccc2C#N)cc1	13%	-21%	-14%	-1%	-3%	2%	-4%	-6	-5%
COc1cccc(-c2nc3n(n2)C(c2ccccc2Cl)C(C(N)=O)=C(C)N3)c1 (centres undefined)	-2%	-5%	-23%	337%[activator]	-4%	?	-9%	1	4%
CCc1nn(CC(=O)NCCCN2CCN(C)CC2)c(=O)c2cc3occc3n12	-5%	-2%&-5%	2%&-3%	3%&-18%	?	?	-5%&-5%	-9&-1	15%&-7%
COc1cc(C)ccc1OCCOc1c(C)cc(Cl)cc1Cl	-3%	-23%	-4%	-24%	-3%	0%	-12%	1	-9%
O=c1c2ccccc2ncn1-c1cccc(Br)c1	19%	-17%	0%	13%	-23%	-8%	-8%	-2	-22%
COCCNC(=O)[C@@H]1CSC2c3ccc(OC)c(OC)c3C(=O)N21 (some centres undefined)	26%	8%	-4%	0%	-1%	17%	3%	-5	30%
COc1ccc(-c2ccc(NS(=O)(=O)c3ccccc3Cl)cc2)nn1	.	6%	1%	?	-5%	-9%	-8%[60.1 µM]	4	11%
CC1Cc2ccccc2N1C(=O)CSC1=NCCS1 (centres undefined)	19%	-8%	-3%	6%	?	0%	10%	-2	-43%
O=C(N/C(=C/c1ccc(Br)cc1)C(=O)N1CCCC1)c1cccs1	-3%	-2%	6%	-17%	-11%	18%	-6%	2	-24%
CC(C)Oc1ccc(NC(=O)C2CCCNC2=O)cc1 (centres undefined)	-10%	-5%	5%	7%	-17%	25%	-4%	-4	-25%
CCN(CC)CCNC(=O)CNC(=S)N(CCCN1CCOCC1)Cc1cccs1	-8%	2%	-1%	9%	-5%	3%	4%	-14	-11%
CCN(CC(=O)Nc1c(F)cccc1F)C(=O)CCCc1nc2ccccc2c(=O)[nH]1	53%	-18%	-4%	7%	.	.	3%	-3	-24%
CCCC(NC(=O)COc1cc2c(c3oc(=O)c(C)c(C)c13)CCC(C)(C)O2)C(=O)O (centres undefined)	-6%	-9%	4%	3%	36%[activator]	5%	-7%	-5	29%
CCc1ccc2[nH]c(=O)c(CN(Cc3ccc(OC)cc3)Cc3nnnn3CCOC)cc2c1	3%	0%	-2%	-23%	26%	4%	-2%	1	-9%
CCCOC(=O)C1=C(C)NC2=C(C(=O)C(C(=O)OC)C(C)C2)C1c1ccc(N(C)C)cc1 (centres undefined)	2%	-8%	-9%	0%	-19%	27%	-16%	12	11%
Cc1c(C(=O)N(C)Cc2ccccc2)oc2c(Cl)cccc12	2%	-10%	0%	0%	-5%	-26%	-19%	-3	15%
COc1cc(C2c3c(-c4c(C)cc(C)cc4O)n[nH]c3C(=O)N2CCO)cc(OC)c1OC (centres undefined)	.	.	2%	-3%	-5%	34%	-2%	-7	29%

Source: PubChem (National Center for Advancing Translational Sciences (NCATS))
